West Nile virus CPE: West Nile virus antiviral activity, cell-based, CPE readout (AID 1621); one-dose CPE inhibition, % at 10 µM; IC50 in µM for titrated hits; West Nile virus-infected cells, CPE inhibition; higher % means a stronger effect; 0.02% of 290,000 active; in the data active = a potency from the dose series; inconclusive = CPE inhibition mostly from about 3.7% at the one dose, without a potency; inactive = the rest, 99 in 100 with CPE inhibition below about 2.2%; note: strong numbers were not always called active
K1F lysis inhibition: inhibition of K1F phage lysis, E. coli UTI89, bacterial capsule biogenesis inhibitors, alamar blue (AID 488966) | E. coli UTI89 K1F phage lysis, alamar blue, 2 h; higher % means a stronger effect | 0.02% of 340,000 active | inhibition, % at 100 µM; hits with a dose series show IC50 in µM;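 active = phage lysis inhibition, versus mean bacterial control, above a set limit; inconclusive = no clear call, values can overlap the other calls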;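 note: capsule biogenesis inhibitors block K1F phage lysis so surviving cells raise fluorescence; higher fluorescence means more inhibition of phage lysis; actives were called in the ten point dose series up to 300 µM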
NS5 inhibitors: Dengue-2 NS5 methyltransferase inhibitors, primary screen, biochemical, confirmation dose response (AID 588689); Genome polyprotein (Dengue virus type 2 (strain 16681-PDK53)); Dengue-2 NS5 methyltransferase capping enzyme assay, biochemical; higher % means a stronger effect; one-dose inhibition, % at 25 µM; IC50 in µM for titrated hits; 0.3% of 340,000 active; in the data active = a potency from the dose series; inconclusive = inhibition above about 29% without an active follow-up result
XIAP displacement: XIAP antagonists, biochemical, IAP family, fluorescence polarization (AID 1018); XIAP BIR domain, fluorescence polarization peptide displacement; higher % means a stronger effect; 0.007% of 200,000 active; E3 ubiquitin-protein ligase XIAP (Homo sapiens); one-dose displacement, % at 20 µM; IC50 in µM for titrated hits; in the data active = displacement above about 50%; note: a part of the inactive calls stands beside numbers as strong as those of hits
RSV CPE inhibition: RSV antiviral activity via CPE protection, HEp-2 cells, primary 10 µM value included (AID 2391). HEp-2 cells, RSV-induced CPE inhibition; higher % means a stronger effect. 0.13% of 310,000 active. CPE inhibition, % at 10 µM, or IC50 in µM where a hit was titrated; in the data active = a potency from the dose series; inconclusive = CPE inhibition mostly from about 23% at the one dose, without a potency; inactive = the rest, 99 in 100 with CPE inhibition below about 21%; note: strong numbers were not always called active
ER stress rescue: rescue of cells from ER stress-induced death, primary screen, 384-well, CSM14.1, thapsigargin, ATP luminescence (AID 1222); CSM14.1 thapsigargin-induced death rescue, ATP luminescence; higher % means a stronger effect; one-dose cellular ATP content (survival), % at 20 µM; EC50 in µM for titrated hits; 190,000 tested, under 10 active;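 active = EC50 below 50 µM in the dose-response confirmation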;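 note: death triggered by thapsigargin at about 15 µM added after 2 h compound pretreatment; cell ATP read after overnight thapsigargin exposure of roughly 18 to 22 hours; normalized against plate controls of thapsigargin alone and 5% DMSO vehicle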
SV40 large T antigen: SV40 large T antigen inhibitors, biochemical (AID 1903). SV40 large T antigen ATPase/helicase inhibition assay; higher % means a stronger effect. 0.39% of 310,000 active. inhibition, % at 20 µM; hits with a dose series show IC50 in µM; in the data active = a potency from the dose series; inconclusive = inhibition mostly from about 32% at the one dose, without a potency; inactive = the rest, 99 in 100 with inhibition below about 32%; note: strong numbers were not always called active
Yfh1-depleted yeast: enhancers of respiration in Yfh1-depleted yeast, dose response, Friedreich's ataxia, plus single-dose screen (AID 1465) | S. cerevisiae Yfh1-off respiration, WST-1 reduction, 72 h; higher fold induction means a stronger effect | fold induction at 50 µM; hits with a dose series show EC50 in µM | 0.074% of 220,000 active;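 active = fold induction of absorbance versus untreated yeast above a set limit, then at least 30% activation at any dose in follow-up; inconclusive = repeats straddling the limit, or above it without dose testing; inactive = fold induction below the set limit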;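 note: activators that raise dye reduction in frataxin-depleted yeast; strong numbers were not always called active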
WT yeast gro inh: growth inhibition of WT strain, primary screen, mitochondrial fusion inhibitor project, WT and mutant strains, chemical genetic; mitochondrial fusion phenotypic screen; inhibition, % at 10 µM; 2.1% of 190,000 active; AID 1362, 2008; in the data active = inhibition above about 58%; tested in S. cerevisiae
WT yeast gro inh mutant strain: further read-out of WT yeast gro inh, marked with its call; inhibition, %; mitochondrial fusion phenotypic screen, mutant strain inhibition
Starred values were filed as active, the others as inactive; i = inactive; ? = inconclusive; · = not tested or not shown; [ ] = another dose, or the depositor's remark.

SMILES	West Nile virus CPE	K1F lysis inhibition	NS5 inhibitors	XIAP displacement	RSV CPE inhibition	ER stress rescue	SV40 large T antigen	Yfh1-depleted yeast	WT yeast gro inh	WT yeast gro inh mutant strain
O=C(N/N=C/c1cc([N+](=O)[O-])ccc1O)c1cccc2cc[nH]c12	-0.5%	-0.2%	-3.0%	·	4.8%	·	-1.3%	i	·	·
COC(=O)c1ccc(SCC(=O)N2CCC(C)CC2)c([N+](=O)[O-])c1	-1.3%	1.8%[50 µM]	-4.5%	-3.4%	2.6%	1.1%	10.9%	i	-34.9	-3.6
COc1ccc2c(c1OC)C(=O)N(c1ccccc1)C2=O	0.8%	-2.6%	-4.9%	-3.8%	2.5%	0.3%	8.8%	i	-14.6	-14.9
O=C(Cc1ccc(Br)cc1)N1CCCCCC1	0.0%	1.1%	6.1%	-5.2%	0.9%	·	3.1%	i	-5.2	-1.3
COc1ccc(OCC(=O)NCCCCCCNC(=O)COc2ccc(OC)cc2)cc1	1.1%	1.0%[50 µM]	0.7%	·	1.8%	·	18.0%	·	·	·
Nc1nnc(C(=O)c2ccccc2N)s1	0.1%	0.4%	-4.1%	·	2.8%	·	·	i	·	·
CCOc1ccc(Nc2nc3cc(S(=O)(=O)CC)ccc3o2)cc1	-0.1%	0.0%	4.6%	·	1.0%	·	14.5%	i	·	·
O=C(NC1CCN(S(=O)(=O)c2ccccc2)CC1)C1CCCCC1	-0.5%	-1.2%	-8.3%	-4.4%	-0.3%	-3.3%	4.3%	i	-0.5	-7.5
CCCOc1ccccc1C1NC(=O)NC(C)=C1C(=O)OCCOC(C)C (stereo not drawn)	-0.1%	2.7%	-0.7%	-2.3%	-0.1%	-0.8%	-10.4%	i	11.0	-3.5
c1ccc(-c2ccc(-c3nc(-c4cccnc4)no3)cc2)cc1	0.5%	0.1%	-2.8%	1.7%	10.9%	-0.5%	-1.0%	i	25.6	18.4
NC(=O)CSc1nnc(Cn2cnc3ccccc32)o1	0.4%	0.2%	-6.2%	-4.8%	1.9%	-2.0%	-0.8%	i	11.6	8.4
O=C1CC(C(=O)Nc2ccccc2)N=C(N2CCCCC2)N1 (stereo not drawn)	0.1%	0.8%	-1.6%	-3.1%	0.1%	·	4.7%	i	-2.0	8.8
Clc1ccc(/C=C/c2ncc[nH]2)c(Cl)c1	-1.4%	1.1%	-3.3%	·	7.8%	·	8.2%	·	·	·
CC(C)Sc1nc2ccccc2[nH]1	-0.2%	-1.5%	-13.2%	-4.8%	0.9%	-0.1%	8.7%	i	4.8	1.2
Fc1ccccc1Cc1noc(CN2CCN(c3ccc(Cl)cn3)CC2)n1	-1.8%	0.2%	0.0%	-2.8%	16.7%	0.6%	4.5%	i	26.7	-0.7
COc1ccc(S(=O)(=O)NCc2ccco2)cc1C(=O)N1CCCCC1	0.3%	0.5%	-10.0%	·	1.9%	·	1.9%	·	·	·
Cc1ccc(NC(=O)CN2C(=O)S/C(=C\c3ccccn3)C2=O)cc1C	3.2%	0.1%	-1.3%	·	1.7%	·	18.4%	·	·	·
O=C(NC(=S)N1CCN(c2c(Cl)cccc2[N+](=O)[O-])CC1)c1cccs1	0.2%	0.3%	4.1%	-3.5%	6.9%	0.4%	9.7%	i	77.8*	61.6*
O=C(Nc1ccc(F)cc1)N(CCCN1CCOCC1)Cc1cc2cc3c(cc2[nH]c1=O)OCCO3	0.0%	0.3%	8.4%	-4.6%	-2.1%	-0.2%	14.0%	i	3.3	74.5
O=C(c1ccc(F)c(F)c1)N1CCCc2ccccc21	-0.8%	0.2%	-2.7%	·	0.2%	·	29.9%	·	·	·
COc1ccc(C(=O)N(Cc2cccs2)C2CCS(=O)(=O)C2)cc1 (stereo not drawn)	0.0%	0.5%	-2.4%	·	0.5%	·	5.0%	·	·	·
Cc1ccc(/C=C/C(=O)NC2=NCCS2)cc1	-0.5%	2.0%[50 µM]	-4.6%	-14.3%	0.1%	-7.0%	23.4%	i	18.4	14.0
O=C(NNC(=O)c1oc2ccccc2c1-n1cccc1)c1ccco1	-0.4%	0.2%	0.0%	-4.3%	1.8%	-0.4%	4.4%	i	-2.4	2.7
CCOc1ccc(C(=O)/C=C/c2ccccc2C(F)(F)F)cc1	2.0%	0.5%	-3.4%	-1.2%	9.8%	0.6%	19.9%	i	14.2	15.6
NC(=O)N=Nc1c(O)n(Cc2ccccc2)c2ccc(Br)cc12	-0.8%	0.2%	-10.0%	·	1.2%	·	11.0%	·	·	·
Cn1c(=O)c2c(SC3CCCC3)nc(C3CC3)nc2n(C)c1=O	-0.3%	0.1%	-2.1%	-2.4%	1.0%	-0.1%	3.7%	i	14.1	1.5
CCCCNC(=S)N1CCN(c2ccc(C(C)=O)cc2)CC1	-0.5%	0.0%	-1.6%	·	0.5%	·	12.9%	i	·	·
Cc1cc(C(=O)NN)c2cc(Br)ccc2n1	0.3%	0.2%	-9.0%	-5.0%	0.4%	-1.5%	0.1%	i	10.8	13.3
O=C(NNC(=S)NC(=O)c1ccccc1Cl)c1cccc([N+](=O)[O-])c1	0.5%	0.5%	0.7%	·	4.6%	·	11.4%	·	·	·
Cn1c(=O)[nH]c(=O)c2c1nc(N1CCCCCC1)n2Cc1cccc2ccccc12	-0.3%	0.3%	2.8%	-0.6%	-1.1%	-0.9%	-0.6%	i	13.4	18.8
CC1CCc2nc(NC(=O)CCSc3ccccc3)sc2C1 (stereo not drawn)	-0.2%	-0.2%	-1.4%	-2.1%	1.8%	·	-5.2%	i	-17.2	7.8
C[C@H]1C[C@H]2[C@@H]3CCC4=CC(=O)C=C[C@]4(C)[C@@]3(F)[C@@H](O)C[C@]2(C)[C@@]1(O)C(=O)CO	0.0%	6.9%	4.4%	·	-1.8%	·	16.5%	i	·	·
CS(=O)(=O)N1CCC(NC(=O)Cc2ccccc2)CC1	-0.4%	4.7%	2.9%	-3.8%	0.4%	-0.6%	22.3%	i	-21.9	-7.2
OCCn1c(Cl)nc2ccccc21	0.2%	0.8%	-0.4%	-5.5%	1.0%	-0.8%	10.3%	i	-4.5	0.5
OCCSc1nc(N2CCOCC2)nc(N2CCOCC2)n1	0.5%	0.1%	2.2%	-3.4%	-0.6%	16.9%	1.8%	i	0.3	-6.1
COc1ccc(C(=O)Nc2ccc(Cl)cc2C(=O)N2CCCC(C)C2)cc1 (stereo not drawn)	-0.6%	0.1%	1.4%	-8.4%	1.5%	3.2%	0.2%	i	-36.5	20.9
COc1ccc([C@@H]2[C@@H]3C(=O)N(C(C)(C)C)C(=O)[C@@H]3[C@]3(Cc4ccccc4)C(=O)N(c4ccc(OC)cc4)C(=O)N23)cc1	·	1.9%	0.8%	·	3.4%	·	5.6%	·	·	·
Cc1ccc(C)c(N2C(=O)CC(Cc3ccc(Cl)cc3)C2=O)c1 (stereo not drawn)	-0.3%	0.3%	2.4%	·	0.3%	·	5.3%	·	·	·
Cc1ccc(S(=O)(=O)/N=C/c2ccc(N(C)C)cc2)cc1	1.0%	0.2%[50 µM]	-7.8%	-4.7%	1.2%	-1.2%	11.0%	i	-3.1	11.8
CC(=O)c1cccc(NC(=S)NC(=O)c2ccc(Br)cc2)c1	-0.5%	1.1%[50 µM]	-2.6%	-0.4%	3.7%	5.2%	4.0%	i	5.7	-11.6
COc1ccccc1CC(=O)NCc1ccc2c(c1)OCO2	-0.8%	-0.2%	-0.8%	0.7%	-0.6%	-2.8%	9.6%	i	-14.4	-15.2
CCCCOc1nc2c(c(=O)n(C)c(=O)n2C)n1C	-0.7%	-0.2%	-8.5%	·	1.8%	·	3.0%	i	·	·
CCOC(=O)c1ccc(S(=O)(=O)N2CCN(C3CCCC3)CC2)cc1	0.2%	·	·	-2.5%	-0.7%	0.4%	-18.3%	i	-10.1	22.4
Cc1ccc(-n2ncc(C(=O)NC3CC3)c2C2CCN(C(=O)OC(C)(C)C)CC2)c(C)c1	-0.1%	2.6%	3.6%	·	1.9%	·	7.1%	·	·	·
COc1ccnc2c1c(=O)n(Cc1cccc(Cl)c1)c(=O)n2C	0.0%	0.2%	-7.1%	·	6.9%	·	7.7%	·	·	·
C=CCOn1c(=O)c(C)[n+]([O-])c2ccccc21	0.1%	5.8%	-5.5%	-4.1%	-0.3%	-2.3%	2.6%	i	4.7	-1.1
CCOC(=O)N1CCN(C(=O)c2oc3ccc(S(=O)(=O)N4CCOCC4)cc3c2C)CC1	-0.6%	0.0%	-4.0%	-1.0%	6.3%	-2.5%	-8.8%	i	5.0	3.8
Cc1cc(/C=C2/NC(=O)NC2=O)c(C)n1-c1ccccn1	-0.1%	0.9%	-4.4%	2.3%	3.0%	-1.7%	6.3%	i	-18.0	-11.7

Random excerpt: 2 records from the list.
SMILES	West Nile virus CPE	K1F lysis inhibition	NS5 inhibitors	XIAP displacement	RSV CPE inhibition	ER stress rescue	SV40 large T antigen	Yfh1-depleted yeast	WT yeast gro inh	WT yeast gro inh mutant strain
Cc1cc(/C=C2/NC(=O)NC2=O)c(C)n1-c1ccccn1	-0.1%	0.9%	-4.4%	2.3%	3.0%	-1.7%	6.3%	i	-18.0	-11.7
CC(=O)c1cccc(NC(=S)NC(=O)c2ccc(Br)cc2)c1	-0.5%	1.1%[50 µM]	-2.6%	-0.4%	3.7%	5.2%	4.0%	i	5.7	-11.6

(cont.)
SMILES	West Nile virus CPE	K1F lysis inhibition	NS5 inhibitors	XIAP displacement	RSV CPE inhibition	ER stress rescue	SV40 large T antigen	Yfh1-depleted yeast	WT yeast gro inh	WT yeast gro inh mutant strain
S=c1[nH]c(-c2ccccc2)cn1/N=C/c1cccs1	-0.4%	0.2%[50 µM]	0.8%	·	0.6%	·	31.6%	i	·	·
CC1=[N+](C)N(c2ccccc2)C(=O)C1N=C/C=C/c1ccccc1 (stereo not drawn)	0.2%	-0.6%	-5.4%	·	0.5%	·	10.5%	i	·	·
O=C(Cn1ccc2ccccc21)Nc1ccc2c(c1)OCO2	-0.1%	0.1%	-11.1%	-4.5%	1.8%	-0.5%	7.0%	i	-7.7	6.8
CC(C(=O)OCC(=O)c1c(N)n(C)c(=O)n(C)c1=O)N1C(=O)c2ccccc2C1=O (stereo not drawn)	-0.5%	1.5%[50 µM]	5.2%	-9.3%	1.4%	4.2%	0.5%	i	15.3	5.3
CN(Cc1ccon1)C(=O)c1ccc2nc(Cc3cccc(Cl)c3)oc2c1	0.5%	0.6%	-0.9%	·	?	·	-1.1%	·	·	·
Cc1ccc2c(c1)nnn2C1CCN(C(=O)NC23CC4CC(CC(C4)C2)C3)CC1	-0.8%	·	·	-1.7%	·	-2.4%	16.8%	i	-1.2	3.7
CC(C)C(=O)Nc1ccc(-c2nc3ccccc3c(=O)o2)cc1	0.2%	0.5%	-9.7%	-4.5%	1.5%	0.1%	-0.3%	i	-7.2	-6.1
Cc1cccc(NS(=O)(=O)c2cc(C(=O)N3CCc4ccccc4C3)ccc2Cl)c1C	0.9%	0.5%	-4.2%	-3.3%	21.9%	-1.4%	17.4%	i	66.3	71.6
